# UBC13 polyUb: inhibitors of human UBC13 polyubiquitin chain formation; P61088; TR-FRET; inhibition, % at 20 µM; hit rate 0.47% among 330,000; AID 485273; in the data active = inhibition above about 45%, passing the limit was not always enough
# 697 NFkB inh: lowers PMA/ionomycin-induced NF-kB signal in 697 B cells | 697 B-cell NF-kB luciferase reporter, 16 h | inhibition, % at 4 µM | hit rate 0.33% among 330,000 | AID 435022; in the data active = inhibition above about 35%
# Jurkat NFkB inh: lowers PMA/ionomycin-induced NF-kB signal in Jurkat cells. PMA/ionomycin-induced NF-kB luciferase reporter, luminescence. AID 435003. hit rate 0.53% among 330,000. inhibition, % at 4 µM
# SENP7 block: blocks the human protease SENP7; AID 434973; inhibition, % at 5 µM; hit rate 1.5% among 330,000; recombinant SENP7, Z-RLRGG-aminoluciferin luminescence, 40 min; Q9BQF6;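 active = inhibition above about 50% at the single test dose, limit read from the data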;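 note: plate controls were DMSO with enzyme for no effect and no enzyme buffer wells for full effect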
# Apaf1 inhib: inhibitors of human Apaf-1 apoptosome | O14727 | reconstituted apoptosome caspase-3 activity, DEVD-Rh110 fluorescence | inhibition, % at 20 µM | hit rate 0.71% among 330,000 | AID 489030; active = inhibition of at least 40% at 20 µM;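 note: plate controls were DMSO wells for no effect and DEVD-CHO caspase inhibitor wells for full effect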
# Target sequence (O14727 whole entry, looked up): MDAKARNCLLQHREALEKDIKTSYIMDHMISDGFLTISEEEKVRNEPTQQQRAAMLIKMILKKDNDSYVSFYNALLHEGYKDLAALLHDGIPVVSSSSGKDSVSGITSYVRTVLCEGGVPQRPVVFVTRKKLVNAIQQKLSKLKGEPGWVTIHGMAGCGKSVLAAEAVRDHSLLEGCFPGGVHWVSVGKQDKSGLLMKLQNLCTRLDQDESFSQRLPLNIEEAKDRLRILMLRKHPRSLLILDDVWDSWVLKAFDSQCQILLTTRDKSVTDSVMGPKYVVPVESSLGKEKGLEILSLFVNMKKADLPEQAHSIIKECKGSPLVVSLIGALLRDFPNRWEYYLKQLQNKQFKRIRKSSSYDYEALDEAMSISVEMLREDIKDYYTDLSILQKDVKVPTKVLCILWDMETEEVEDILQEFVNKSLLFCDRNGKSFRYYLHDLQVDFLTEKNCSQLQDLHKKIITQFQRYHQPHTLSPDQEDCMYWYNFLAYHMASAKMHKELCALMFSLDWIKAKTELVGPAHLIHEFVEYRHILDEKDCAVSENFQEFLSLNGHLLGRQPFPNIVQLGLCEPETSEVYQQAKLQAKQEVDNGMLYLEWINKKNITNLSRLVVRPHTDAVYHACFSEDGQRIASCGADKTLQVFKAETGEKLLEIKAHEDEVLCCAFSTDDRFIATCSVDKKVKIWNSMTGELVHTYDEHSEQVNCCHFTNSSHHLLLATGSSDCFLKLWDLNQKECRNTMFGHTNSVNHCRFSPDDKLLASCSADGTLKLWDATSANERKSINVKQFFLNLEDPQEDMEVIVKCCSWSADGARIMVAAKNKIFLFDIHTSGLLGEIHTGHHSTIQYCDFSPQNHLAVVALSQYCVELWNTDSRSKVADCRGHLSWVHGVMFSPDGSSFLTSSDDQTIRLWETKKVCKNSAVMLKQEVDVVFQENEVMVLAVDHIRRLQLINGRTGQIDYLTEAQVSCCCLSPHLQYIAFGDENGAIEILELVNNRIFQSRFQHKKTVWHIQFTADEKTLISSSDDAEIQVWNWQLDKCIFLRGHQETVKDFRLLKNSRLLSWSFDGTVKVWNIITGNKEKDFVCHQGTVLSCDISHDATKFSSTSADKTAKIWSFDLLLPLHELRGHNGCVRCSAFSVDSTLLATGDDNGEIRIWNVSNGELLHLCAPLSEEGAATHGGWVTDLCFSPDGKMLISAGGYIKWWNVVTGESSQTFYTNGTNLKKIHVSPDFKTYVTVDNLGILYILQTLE
#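 System: Apoptosome proteins | Medium: Hepes pH 7.5 with detergent and BSA | Also added: Cytochrome c trigger plus (Z-DEVD)2-Rh110 caspase-3 substrate | Incubation: 30 min compound preincubation, 50 min activation, room temperature | Detection: Rhodamine 110 fluorescence at Ex 480/Em 540 nm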
# HKDC1 inhibitor: inhibitors of human hexokinase HKDC1. inhibition, % at 20 µM. Q2TB90. hit rate 0.16% among 340,000. AID 493160. recombinant HKDC1, G6PDH/diaphorase resazurin coupled fluorescence;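 active = inhibition above about 35% when tested at 20 µM, limit read from the data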;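 note: plate controls were DMSO wells with enzyme for no effect and DMSO wells lacking enzyme for full effect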
#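 Material – in-house recombinant HK5 (HKDC1) enzyme · Quantity – HKDC1 at 5 µg/mL · Buffer or medium – pH 8.0 Tris buffer with 10 mM MgCl2 · Reagent – glucose with 1 mM ATP · Dosing – single 20 µM dose · Times – reaction time 90 min, room temperature, protected from light · Technique – resorufin fluorescence at 613 nm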
# SENP8 inh: blocks the human protease SENP8; Q96LD8; purified SENP8, Z-RLRGG-aminoluciferin cleavage, luminescence; inhibition, % at 10 µM; hit rate 1.2% among 330,000
# Gli-Sufu block: Gli-Sufu pathway antagonism. Sufu-KO-LIGHT fibroblasts, Gli luciferase reporter luminescence. inhibition, % at 5 µM. hit rate 0.74% among 340,000. AID 588413;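 active = inhibition above about 55%, limit read from the data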;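 note: 0% = DMSO-treated cells and 100% = wells with medium but no cells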
# * hit, by the source's call; x = not tested or not shown. Cut-off read from the data, not from the text of the source, unless noted: active = inhibition above about 50%; inactive = the rest. Rows are unselected, and some 3.6% of all compounds hit somewhere here.
# The first 3 compounds, to show the layout:
SMILES,UBC13 polyUb,697 NFkB inh,Jurkat NFkB inh,SENP7 block,Apaf1 inhib,HKDC1 inhibitor,SENP8 inh,Gli-Sufu block
Cc1ccnc(NC(=O)COc2c(C)cc(C)cc2[N+](=O)[O-])c1,-10.9,-29.4,-7.7,-4.9,6.3,9.9,-12.5,-1.3
O=C(COC(=O)c1cc(=O)[nH]c2ccccc12)NC1CCCCCCC1,-6.1,-0.3,6.7,5.7,-20.1,1.1,-3.6,0.3
O=C(CN1CCCCC1)NN(Cc1ccccc1)c1ccccc1,4.6,12.5,1.1,1.5,1.9,7.1,-2.2,9.8

# The whole of this part (from the top)
SMILES,UBC13 polyUb,697 NFkB inh,Jurkat NFkB inh,SENP7 block,Apaf1 inhib,HKDC1 inhibitor,SENP8 inh,Gli-Sufu block
Cc1ccnc(NC(=O)COc2c(C)cc(C)cc2[N+](=O)[O-])c1,-10.9,-29.4,-7.7,-4.9,6.3,9.9,-12.5,-1.3
O=C(COC(=O)c1cc(=O)[nH]c2ccccc12)NC1CCCCCCC1,-6.1,-0.3,6.7,5.7,-20.1,1.1,-3.6,0.3
O=C(CN1CCCCC1)NN(Cc1ccccc1)c1ccccc1,4.6,12.5,1.1,1.5,1.9,7.1,-2.2,9.8
CCC(C)[C@H](NC(=O)N1CC(=O)Nc2ccccc21)C(=O)Nc1nccs1 (some centres not stated),-5.5,-2.2,-0.6,0.6,10.7,3.7,-3.7,59.9*
O=C(O)c1ccc(N/N=C/c2cn(Cc3ccc(F)cc3)c3ccccc23)cc1,20.2,-138.5,3.0,23.3,-2.8,2.3,61.2*,-19.6
COc1ccc(S(=O)(=O)N2CCN(C(=O)c3c(C)nn(-c4ccccc4)c3Cl)CC2)cc1,-3.2,17.1,9.6,-0.5,15.4,-10.4,0.3,-1.7
CCCSC1=C(C#N)C(c2ccccc2C)C(C(=O)OC)C(=O)N1 (configuration not stated),2.1,-12.9,-5.1,-3.6,2.8,-10.0,6.8,2.1
CC12CCC(C(=O)NCc3ccccc3)(OC1=O)C2(C)C (configuration not stated),-10.1,-10.7,-12.3,4.8,10.8,-2.8,1.4,-3.0
COc1ccccc1NS(=O)(=O)NC(=O)c1cn(C)c2ccccc12,-1.7,17.9,-11.6,-6.4,-1.0,10.8,-1.3,-6.7
NC(=O)C1CCN(C(=O)CCc2nc3sc4c(c3c(=O)[nH]2)CCCC4)CC1,-3.7,11.5,16.3,-5.8,-0.4,6.7,-0.4,-4.3
CCOC(=O)C1CCCN(C2=NC(=O)/C(=C/c3ccc(O)c(OC)c3)S2)C1 (configuration not stated),-24.2,18.5,-0.5,2.6,0.8,16.6,4.5,2.8
COc1cc2c(cc1NC(=O)C(C)N1CCN(S(=O)(=O)c3ccccc3[N+](=O)[O-])CC1)oc1ccccc12 (configuration not stated),-0.7,13.0,-6.9,3.0,-0.5,-2.0,0.2,12.5
Cc1cccn2cc(COc3cccc([N+](=O)[O-])c3)nc12,2.0,-10.7,5.6,-0.7,2.4,0.1,-6.5,-32.3
CN(C)S(=O)(=O)c1ccc2oc(SCC(=O)NCC(F)(F)F)nc2c1,-4.0,-14.5,3.2,14.7,-0.3,-5.8,1.6,3.3
COc1ccc(C(=O)Nn2c(SCC(=O)NCc3ccccc3)nc3ccccc3c2=O)cc1,52.2*,-126.0,-117.1,-11.2,8.3,4.0,-7.8,-11.6
Cc1c(C)c2c(OCC(=O)NCC(C)C)cc3c(c2oc1=O)CCC(C)(C)O3,16.0,7.5,-34.6,7.0,22.2,0.1,-7.8,24.3
COc1ccccc1NC(=O)COC(=O)c1cc([N+](=O)[O-])ccc1N1CCCC1,-0.9,-1.0,-0.8,-11.4,19.3,-2.9,-12.7,1.5
COc1ccc(C(=O)Nc2ccc3ncccc3c2)cc1,-2.9,-290.4,-103.0,87.2*,-5.4,-4.8,79.3*,-56.3
COc1ccc(/C=N/NC(=O)c2cccnc2)cc1Cn1nc([N+](=O)[O-])c(Br)c1C,7.0,-41.4,51.8*,7.4,7.8,x,1.2,x
Cc1ccc(N=Nc2c(N)[nH]n3c(=O)cc(-c4ccccc4)nc23)cc1,-108.8,-10.7,-10.7,2.1,54.9*,-24.6,4.2,11.2
CCC1Oc2ccccc2N(CC(=O)NCCC2=CCCCC2)C1=O (configuration not stated),-8.0,-24.0,-3.0,11.9,9.5,0.1,6.7,-38.6
O=C(OCCOc1cccc(Cl)c1)C1CCN(S(=O)(=O)c2ccccc2)CC1,-6.3,2.7,7.0,-0.3,24.6,-3.9,-3.0,-6.0
CC(C)COc1cccc(C(=O)NC2(C)CCS(=O)(=O)C2)c1 (configuration not stated),-8.1,3.2,9.0,-4.0,-11.3,2.3,4.2,-1.0
CC(/C=C/c1ccco1)=N\NC(=O)c1cccc(Cl)c1,-15.6,-37.7,-10.4,-4.3,-11.1,-5.8,-9.8,-0.5
C=CC(COCc1ccccc1)N([C@@H](Cc1ccccc1)C(=O)OC)S(=O)(=O)c1ccccc1Br (some centres not stated),-7.4,9.7,-11.8,-8.5,15.7,0.5,-14.3,19.5
Cc1ccnc(SCc2cn3c(C)cccc3n2)n1,1.4,8.5,7.3,2.2,-1.8,-9.2,-4.2,-3.1
Cc1ccc(C(CC(=O)N2CCCC2)c2ccccc2)c(O)c1C (configuration not stated),1.6,15.0,5.2,-2.0,8.6,-1.5,11.8,-7.3
CC(Oc1ccccc1)C(=O)NN1Cc2ccccc2C1=N (configuration not stated),-11.4,-4.0,4.3,0.9,5.3,4.3,-2.0,-0.8
Cc1onc(C(=O)N2CCN(c3ccccc3)CC2)c1[N+](=O)[O-],-1.9,15.5,-12.3,3.5,2.7,-6.8,2.5,2.5
CCOc1ccc(Br)cc1S(=O)(=O)Nc1ccc(N2CCOCC2)cc1,-2.8,17.9,15.1,-1.2,12.4,1.6,13.2,-2.3
CCSc1nc2c(sc3ccccc32)c(=O)n1C(C)C,25.3,-3.8,-12.9,4.2,1.9,3.3,-4.0,8.1
COC(=O)CCN1CCN(S(=O)(=O)c2ccccc2Br)CC1,9.7,19.6,16.1,-4.7,1.6,-6.5,1.4,1.0
O=C(NCC1CCCO1)c1cc2ccccc2[nH]1 (configuration not stated),-0.9,-4.7,-5.1,2.9,-5.4,-5.1,3.0,-5.1
CCCCc1nc(NCCNC(=O)c2ccco2)c(C#N)c2c1CSC(C)(C)C2,-3.7,-14.1,9.5,6.8,16.1,8.3,-0.3,2.2
Cc1ccc(C)c(CN2C(=O)NC3(CCCCCC3)C2=O)c1,2.4,-13.2,1.5,1.9,11.5,0.7,7.6,-13.7
COc1cc(C(=O)OCC(=O)Nc2cccc(S(=O)(=O)N3CCCC3)c2)ccc1OCC(C)C,-3.4,7.3,7.3,-3.4,8.7,-1.3,14.1,-9.7
Cc1cccc(NC(=S)N2CCC(NC(=O)c3cccc(F)c3)CC2)c1,-2.6,0.1,3.8,-4.1,8.4,-3.3,-2.7,15.6
Cc1ccc(C(=O)NCCc2nnc(SCC(=O)Nc3cccc(C(=O)O)c3)n2C)cc1,-1.9,3.5,9.3,-9.8,-5.4,5.9,2.6,8.2
CN1CCN(CC#CCC(O)(c2ccccc2)c2ccccc2)CC1,0.5,4.5,-14.2,-0.9,-5.6,-0.3,10.0,-32.7
Cc1ccccc1-n1ncc2c1CC(C)(C)CC2NC(=O)CCN1Cc2ccccc2C1=O (configuration not stated),-4.2,-8.7,-5.9,2.3,3.6,-2.3,8.0,-11.6
CCCc1[nH]c2ccc(C(=O)OC)cc2c1CCC,15.6,-0.3,-24.4,8.1,15.6,1.7,-11.5,6.4
COCCn1c(SCC(=O)Nc2cccc(OC)c2)nc2c(oc3ccccc32)c1=O,8.6,4.7,5.8,-5.3,-2.2,-9.2,-0.9,4.5
CC(C)(C)c1ccc(C(=O)c2c[nH]c(C(=O)NCc3cccnc3)c2)cc1,-6.0,-87.3,-6.2,7.7,23.7,1.3,7.7,0.7
CCN(CC)CCNC(=O)c1cn(CC)c2ccc(S(=O)(=O)N(C)C)cc2c1=O,-2.0,13.2,18.4,-3.9,-0.8,-7.1,3.5,2.4
COCCn1c(Cc2ccccc2)nnc1SCC(=O)N1CCOCC1,-11.2,-9.5,-4.1,-1.4,7.2,-6.2,-6.2,-5.9
CCOC(=O)COc1ccc(S(=O)(=O)Nc2ccc(C)cc2)cc1,-2.3,-7.3,12.5,-1.2,-9.3,-15.6,0.9,3.7
O=C1C(C=NCc2ccco2)=C(O)c2ccccc21,-7.7,-141.9,-37.2,7.2,4.7,-3.0,-3.8,-3.6
CCCCOC(=O)c1cc(C)nc2ccc(Br)cc12,-28.1,-5.1,1.0,-2.2,5.2,7.6,-12.1,-4.0
CCN(CC)C1CCN(Cc2cn[nH]c2-c2ccc(OC)c(F)c2)C1 (configuration not stated),3.7,16.4,-17.4,-3.1,9.7,-8.8,0.7,12.0
O=C1c2nccnc2C(=O)N1c1ccc(F)cc1,-15.8,-23.9,3.2,6.1,-10.3,-2.0,10.6,x
O=CN1CCN(c2c([N+](=O)[O-])c(=O)oc3ccccc23)CC1,-0.3,20.0,-13.4,3.0,2.5,5.0,1.0,1.4
CCC(C(=O)Nc1cccc(C(=O)O)c1C)c1ccccc1 (configuration not stated),4.8,10.6,5.5,1.4,2.1,-3.0,-1.1,0.0
COc1ccc(-n2c(Cc3cccn3C)nnc2SCC(=O)NC2CCCC2)cc1,4.1,24.7,6.8,1.4,-0.3,-3.4,-2.9,-9.5
COC(=O)C1(C(F)(F)F)C2C=CC(C2)N1S(=O)(=O)c1ccc(C)cc1 (configuration not stated),2.6,0.0,1.3,2.7,6.8,-1.5,1.4,19.5
COc1ccc(CCNC(=O)CNS(=O)(=O)c2ccc(Br)cc2)cc1,-6.3,-47.6,-17.9,-2.6,-7.8,-0.9,-1.6,-7.0
N#C/C(=C(/O)c1ccc(Cl)cc1)c1nc2ccccc2[nH]1,-4.2,-44.0,-28.6,-10.5,-1.5,-3.6,-24.2,23.2
CCCCC(CC)C(=O)NCCc1ccc(S(N)(=O)=O)cc1 (configuration not stated),-1.3,5.3,-1.6,13.5,-3.1,-2.3,4.6,0.2
CC1(C(=O)O)C=CC2(CCCCC2)N1C(=O)c1ccccc1 (configuration not stated),-4.1,9.2,2.9,-3.0,-2.0,-6.1,2.1,-5.1
CC(C)c1ccc(N(CC(=O)NC2CCCC2)C(=O)CCC(=O)Nc2nccs2)cc1,2.1,-12.1,-5.2,4.9,17.4,-4.3,-3.7,5.4
CC(C)(C)OC(=O)N1CCC[C@H]1C(=O)NCC1CCC(C(=O)O)CC1 (some centres not stated),11.0,25.6,8.5,-4.5,-0.5,-5.7,-0.5,1.4
CC(C)OC(=O)c1ccc(COc2ccc3ccc(=O)oc3c2)o1,5.3,-16.0,-20.0,-7.7,15.7,-3.4,-6.6,-20.5
COC(=O)C1(O)CC(CC(C)C)=NN1C(=O)c1ccccc1 (configuration not stated),-2.7,0.2,-1.2,-2.3,2.6,-3.9,-1.2,-3.5
COc1ccccc1CNC(=O)CSc1ccccc1,0.5,-34.7,-23.6,8.3,9.5,6.2,3.6,-48.2

# 2 of the compounds above, field by field.
N#C/C(=C(/O)c1ccc(Cl)cc1)c1nc2ccccc2[nH]1
  UBC13 polyUb: -4.2
  697 NFkB inh: -44.0
  Jurkat NFkB inh: -28.6
  SENP7 block: -10.5
  Apaf1 inhib: -1.5
  HKDC1 inhibitor: -3.6
  SENP8 inh: -24.2
  Gli-Sufu block: 23.2
O=C1C(C=NCc2ccco2)=C(O)c2ccccc21
  UBC13 polyUb: -7.7
  697 NFkB inh: -141.9
  Jurkat NFkB inh: -37.2
  SENP7 block: 7.2
  Apaf1 inhib: 4.7
  HKDC1 inhibitor: -3.0
  SENP8 inh: -3.8
  Gli-Sufu block: -3.6

# From PubChem BioAssay
